Source: PubChem BioAssay (National Center for Advancing Translational Sciences (NCATS))
EPAC1 antagonist: qHTS for Antagonist of cAMP-regulated guanine nucleotide exchange factor 3 (EPAC1): primary screen; Rap guanine nucleotide exchange factor 3 (Homo sapiens), O95398; EPAC1 GEF assay, Rap1b-BODIPY-GDP exchange fluorescence; Potency, µM (highest dose often 115 µM), for inactives: at the highest dose activity change, negative = inhibition, hits mostly inhibitors; 360,000 tested, 0.14% active; AID 720709, 2013;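 also: plate controls were vehicle for no effect and positive control for full effect; nearly all actives have a fitted effect of over 50% in size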
EPAC2 antag: qHTS for Antagonist of cAMP-regulated guanine nucleotide exchange factor 2 (EPAC2): primary screen; AID 720708, 2013; Rap guanine nucleotide exchange factor 4 (Homo sapiens), Q8WZA2; EPAC2 GEF exchange of Rap1B-BODIPY-GDP, fluorescence; Potency, µM (series often up to 114 µM), without a hit: top-dose activity, negative = inhibition, hits mostly inhibitors; 360,000 tested, 0.18% active; also: % is scaled to controls: 0 for no effect and ±100 for the full control effect; nearly all actives have a fitted effect of over 45% in size; many of its hits are not listed in these tables
Target sequence (Q8WZA2 whole entry, looked up): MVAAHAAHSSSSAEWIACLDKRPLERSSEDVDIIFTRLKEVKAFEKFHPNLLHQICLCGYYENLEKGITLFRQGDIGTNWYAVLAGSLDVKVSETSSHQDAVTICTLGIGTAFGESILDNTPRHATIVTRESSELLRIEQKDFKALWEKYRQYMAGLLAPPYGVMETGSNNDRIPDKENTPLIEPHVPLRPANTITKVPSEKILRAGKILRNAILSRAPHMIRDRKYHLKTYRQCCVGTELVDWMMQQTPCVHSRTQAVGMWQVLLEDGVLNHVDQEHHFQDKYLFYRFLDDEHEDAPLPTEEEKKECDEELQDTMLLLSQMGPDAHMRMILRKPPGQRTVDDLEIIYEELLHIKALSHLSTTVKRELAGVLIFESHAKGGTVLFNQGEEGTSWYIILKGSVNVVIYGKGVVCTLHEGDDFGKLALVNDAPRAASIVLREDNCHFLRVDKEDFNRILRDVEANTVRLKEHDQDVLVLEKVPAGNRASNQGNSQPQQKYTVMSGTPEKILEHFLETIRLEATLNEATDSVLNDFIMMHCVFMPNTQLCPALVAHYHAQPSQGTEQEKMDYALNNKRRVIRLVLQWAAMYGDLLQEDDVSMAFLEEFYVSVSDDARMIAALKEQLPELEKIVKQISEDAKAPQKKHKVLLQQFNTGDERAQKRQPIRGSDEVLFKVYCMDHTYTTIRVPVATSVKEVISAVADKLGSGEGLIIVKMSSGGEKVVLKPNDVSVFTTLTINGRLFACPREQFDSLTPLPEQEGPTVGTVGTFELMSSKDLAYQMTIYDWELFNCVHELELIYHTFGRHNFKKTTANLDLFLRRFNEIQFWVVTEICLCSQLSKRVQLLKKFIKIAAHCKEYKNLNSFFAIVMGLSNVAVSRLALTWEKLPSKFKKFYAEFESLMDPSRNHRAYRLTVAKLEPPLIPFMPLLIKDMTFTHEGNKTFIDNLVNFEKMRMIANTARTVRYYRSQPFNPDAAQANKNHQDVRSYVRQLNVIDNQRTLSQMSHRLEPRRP
EPAC2 ag: qHTS for Agonist of cAMP-regulated guanine nucleotide exchange factor 4 (EPAC2): primary screen | EPAC2 activation, biochemical qHTS; response scale: 100% = 6.5 mM cAMP response | Potency, µM (doses to about 154 µM), for the others: at the top dose activation, actives largely listed as activators | 360,000 tested, 0.079% active; also: nearly all actives have a fitted effect of over 50% in size
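Guanine nucleotide exchange by EPAC2 is measured as reduced fluorescence of BODIPY-GDP once it is released from 250 nM Rap1B. Plates are read kinetically for 30 min at room temperature; results are scaled to 6.5 mM cAMP.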
FUS yeast rescue: qHTS for Suppressors of FUS Proteinopathy: Primary screen using FUS-linked yeast assay. S. cerevisiae FUS-expressing, growth rescue, OD600, 24 h. 390,000 tested, 0.24% active. Potency, µM (titrated, usually from 76.6 µM), inactives show at the highest dose growth rescue (activation), actives largely listed as activators;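 also: plate controls were DMSO vehicle for no effect and reference control for full effect; nearly all actives have a fitted effect of over 55% in size; some results filed as inactive show a strong effect at the top dose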
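FUS-expressing yeast, raffinose-pregrown, induced in 2% galactose minimal medium at OD 0.005; compounds in a dilution series, 24hr at 30C. Growth restoration read as absorbance at 600 nm. CP55940 positive control, DMSO negative.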
EPAC1 agonist: qHTS for Agonist of cAMP-regulated guanine nucleotide exchange factor 3 (EPAC1): primary screen | Rap guanine nucleotide exchange factor 3 (Homo sapiens), O95398 | EPAC1 agonist qHTS, biochemical assay; response scale: 100% = response to 6.5 mM cAMP | Potency, µM (highest dose often 154 µM), inactives show at the top dose activation, usual class: activators | 360,000 tested, 0.073% active | AID 720707, 2013; also: nearly all actives have a fitted effect of over 60% in size
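EPAC1 100 nM, Rap1B–BODIPY-GDP 250 nM, unlabeled GDP 50 uM; compound titration; 5 min RT; kinetic read ex480/em540 at 5-min intervals ×30 min; data normalized to 6.5 mM cAMP agonist control.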
PTHR1 agonist: qHTS for PTHR1 Agonists: Primary Screen | Parathyroid hormone/parathyroid hormone-related peptide receptor (Homo sapiens), Q03431 | HEK293 GP2 PTHR1 cells, GloSensor cAMP luminescence, 1 h | Potency, µM (top dose mostly 115 µM), without a hit: at the top dose activation, hits mostly activators | 410,000 tested, 0.075% active | AID 743266, 2014; also: nearly all actives have a fitted effect of over 55% in size; some results filed as inactive show a strong effect at the top dose; inactives centre near -15; many of its hits are not listed in these tables
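HEK-293-derived GP2 cells expressing PTHR1 and a GloSensor cAMP reporter, 3,000/well, plated overnight, given luciferin plus IBMX (each 0.5 mM as added) for 1 h at 37 °C, then compound for 1 h at 37 °C. Luminescence was read after 15 min at room temperature.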
aSyn rescue: qHTS of alpha-syn Inhibitors; Yeast expressing alpha-synuclein, growth rescue, BacTiter-Glo, 24 h; Potency, µM (titrated, usually from 46.1 µM), without a hit: at the top dose growth rescue (activation), actives largely listed as activators; 370,000 tested, 0.14% active; also: % of control where 0% means no effect; nearly all actives have a fitted effect of over 65% in size
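Rescue of yeast growth: cells expressing toxic alpha-synuclein, induced in galactose at OD600 0.02, incubated with compound 24 h at 30 C. ATP luminescence quantified growth; inhibitors of toxicity appear as activators.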
TDP-43 yeast inh: qHTS of TDP-43 Inhibitors; TDP-43 expressing yeast growth rescue, BacTiter-Glo, 24 h; Potency, µM (titrated, usually from 46.1 µM), without a hit: at the highest dose growth rescue (activation), usual class: activators; 410,000 tested, 1.8% active; AID 652104, 2013; also: % of control where 0% means no effect; nearly all actives have a fitted effect of over 50% in size
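Growth rescue of TDP-43-toxic yeast measured as ATP luminescence (BacTiter-Glo). Cells grown to mid-log in raffinose, induced in galactose at OD600=0.02, exposed to compound 24 hr at 30 deg C.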
Starred values were filed as active, the others as inactive; i = inactive; u = inconclusive; x = not tested or not shown; [ ] = remark or other dose. Calls follow the shape of the dose curve; as a rule, active = well fitted curve in the direction sought with a large enough effect; inconclusive = small, poorly fitted or top-dose-only effect, or another doubt; inactive = no such curve, though single readings can be large; an effect the other way counts as inactive or inconclusive. Potency is read from the fitted curve at half-maximal effect. This is a subset; the hit share may differ from the screen's.

SMILES	EPAC1 antagonist	EPAC2 antag	EPAC2 ag	FUS yeast rescue	EPAC1 agonist	PTHR1 agonist	aSyn rescue	TDP-43 yeast inh
Cn1c(=O)[nH]c(=O)c2c1nc(N1CCN(Cc3ccccc3)CC1)n2CCSc1ncccn1	-30%	3%	5%	-28%	0%	i	3%	14%
CC1=CC(C)(C)n2c(O)c(N=N)c3c(C)ccc1c32	-16%	-17%	5%	29%	-2%	i	-4%	-11%
CCc1ccc(OCC(=O)NNC(=O)c2nn(CC)c(=O)c3ccccc23)cc1	-8%	7%	14%	1%	3%	i	0%	-1%
CCOc1ccc(Oc2nc(C)cc(OC)n2)nn1	-2%	16%	5%	x	9%	-12%	1%	-23%
COc1ccc(NC(=O)C2(C)Cc3c(-c4ccc(N(C)C)cc4)ccnc3O2)cc1OC (centres undefined)	-7%	-7%	17%	13%	-2%	-1%	22%	-18%
COC(=O)C1=C(N)Oc2cc(C)n(Cc3cccnc3)c(=O)c2C1c1ccccc1OC (centres undefined)	-3%	3%[57.1 µM]	6%	-2%	1%	i	-1%	3%
Cc1cc(C)n2cc(CSCc3ccco3)nc2n1	5%	17%	-1%	22%	-6%	i	1%	2%
COc1ccc2c(CC(=O)Nc3nccs3)coc2c1	-10%	8%	-4%	-4%	3%	-30%[inhibitor]	-1%	12%[9.22 µM]
Nc1[nH]c(C(=O)c2ccccc2)c(-c2ccc(Cl)cc2Cl)c1C(=O)c1ccc(Cl)c(Cl)c1	-2%	-3%	1%	0%	4%	-49%[inhibitor]	13%	-2%
CCOc1ccc(C(C(=O)Nc2ccc(F)cc2)N(C(=O)Cn2nnc3ccccc32)C2CC2)cc1 (centres undefined)	-9%	-8%	17%	44%	13%	i	16%	-9%
O=C(CSc1cccc[n+]1[O-])Nc1cc([N+](=O)[O-])ccc1Cl	-14%	1%	2%	4%	-3%	i	-3%	11%
Cc1ccc(Cn2c(CN3CCOCC3)nc3c2c(=O)n(C)c(=O)n3C)cc1	1%	8%	-8%	15%	-7%	-2%[57.5 µM]	-2%	14%
COc1cc(/C=C(\C#N)c2ccccn2)ccc1OCc1ccc(Cl)cc1	-11%	10%	1%	x	3%	-20%	-12%	9%
Cc1cc2c(=O)n(C)c(SCC(=O)c3cc4ccccc4o3)nc2s1	-3%	11%	21%	21%	6%	-9%[57.5 µM]	-9%	-18%
COCCNC(=O)c1ccccc1NC(=O)C1COc2ccccc2O1 (centres undefined)	-3%	-1%	-10%	-1%	-1%	i	11%	14%
Cc1ccc(C(=O)N/C(=C\c2cccs2)C(=O)N2CCCCCC2)cc1	1%	-2%	1%	0%	1%	-1%[57.5 µM]	0%	4%
Cc1ccc(C(=O)C(C)[n+]2cccc(C(N)=O)c2)cc1 (centres undefined)	-12%	10%	3%	-32%	-12%	i	2%	-2%
COc1ccccc1CNC(=O)COc1ccccc1OC	-1%	-1%	-13%	13%	0%	-2%	9%	0%
N#CCC(=O)N1CCn2c1nc1ccccc12	0%	3%	4%	-13%	4%	1%[57.5 µM]	1%	6%
COc1ccc(OCC(=O)Nc2ccc(NC(=O)c3cccs3)cc2)cc1	4%	-6%	-7%	3%	1%	-11%	1%	-5%
Cc1ccc(OCCNC(=O)CNC(=O)c2ccc(Cl)c([N+](=O)[O-])c2)cc1	-6%	-12%	-6%	-18%	11%	i	3%	10%
COC(=O)c1cc(S(=O)(=O)N2CCN(c3cccc(OC)c3)CC2)cn1C	1%	2%	-5%	-21%	5%	i	4%	0%
Cc1cccc(N(CC(=O)NCc2ccccc2)C(=O)CCC(=O)Nc2nccs2)c1	u	13%	14%	28%	-4%	-14%	-1%	-5%
Cc1ccccc1NC(=O)N1c2ccccc2CC1C (centres undefined)	-18%	-11%	11%	2%	4%	i	-4%	29%
COc1cccc(-n2c(SCC(N)=O)nc3ccccc3c2=O)c1	-28%	2%	-1%	-8%	-17%	i	-5%	1%

Complete entries as entered above.
COc1ccc(OCC(=O)Nc2ccc(NC(=O)c3cccs3)cc2)cc1 is listed with EPAC1 antagonist: 4%; EPAC2 antag: -6%; EPAC2 ag: -7%; FUS yeast rescue: 3%; EPAC1 agonist: 1%; PTHR1 agonist: -11%; aSyn rescue: 1%; TDP-43 yeast inh: -5%
Cc1cccc(N(CC(=O)NCc2ccccc2)C(=O)CCC(=O)Nc2nccs2)c1 is listed with EPAC1 antagonist: u; EPAC2 antag: 13%; EPAC2 ag: 14%; FUS yeast rescue: 28%; EPAC1 agonist: -4%; PTHR1 agonist: -14%; aSyn rescue: -1%; TDP-43 yeast inh: -5%

A few values from the list:
Reading for COc1cccc(-n2c(SCC(N)=O)nc3ccccc3c2=O)c1 in EPAC2 antag: 2%
Reading for COc1ccc2c(CC(=O)Nc3nccs3)coc2c1 in TDP-43 yeast inh: 12%[9.22 µM]

Some of these compounds in order of the PTHR1 agonist value, falling.
smiles	EPAC1 antagonist	EPAC2 antag	EPAC2 ag	FUS yeast rescue	PTHR1 agonist
COc1ccccc1CNC(=O)COc1ccccc1OC	-1%	-1%	-13%	13%	-2%
COc1ccc(OCC(=O)Nc2ccc(NC(=O)c3cccs3)cc2)cc1	4%	-6%	-7%	3%	-11%
CCOc1ccc(Oc2nc(C)cc(OC)n2)nn1	-2%	16%	5%	x	-12%
Cc1cccc(N(CC(=O)NCc2ccccc2)C(=O)CCC(=O)Nc2nccs2)c1	u	13%	14%	28%	-14%
COc1cc(/C=C(\C#N)c2ccccn2)ccc1OCc1ccc(Cl)cc1	-11%	10%	1%	x	-20%

3 entries from above, field by field:
COc1ccc(OCC(=O)Nc2ccc(NC(=O)c3cccs3)cc2)cc1
  EPAC1 antagonist: 4%; EPAC2 antag: -6%; EPAC2 ag: -7%; FUS yeast rescue: 3%; EPAC1 agonist: 1%; PTHR1 agonist: -11%; aSyn rescue: 1%; TDP-43 yeast inh: -5%
Cc1ccc(OCCNC(=O)CNC(=O)c2ccc(Cl)c([N+](=O)[O-])c2)cc1
  EPAC1 antagonist: -6%; EPAC2 antag: -12%; EPAC2 ag: -6%; FUS yeast rescue: -18%; EPAC1 agonist: 11%; PTHR1 agonist: i; aSyn rescue: 3%; TDP-43 yeast inh: 10%
COC(=O)c1cc(S(=O)(=O)N2CCN(c3cccc(OC)c3)CC2)cn1C
  EPAC1 antagonist: 1%; EPAC2 antag: 2%; EPAC2 ag: -5%; FUS yeast rescue: -21%; EPAC1 agonist: 5%; PTHR1 agonist: i; aSyn rescue: 4%; TDP-43 yeast inh: 0%

The list continues.
SMILES	EPAC1 antagonist	EPAC2 antag	EPAC2 ag	FUS yeast rescue	EPAC1 agonist	PTHR1 agonist	aSyn rescue	TDP-43 yeast inh
Cc1nn(-c2ccccc2)c2sc(C(=O)N(CC(=O)NC(C)(C)C)Cc3ccco3)cc12	-18%	-15%	6%	30%	0%	-26%[57.5 µM]	15%	-8%
OC(COc1ccc(F)cc1Cl)CN1CCC(Cc2ccccc2)CC1 (centres undefined)	-17%	0%	0%	-6%	-4%	-17%	3%	-4%
CC(CCc1ccccn1)C(=O)C(C)CCc1ccccn1 (centres undefined)	0%	9%	7%	-2%	7%	i	-10%	12%
COc1ccccc1N1CCN(C(=O)c2ccc3noc(-c4ccccc4)c3c2)CC1	-8%	-3%	-1%	19%	-5%	-35%	1%	u
COCCSc1nnc(NS(=O)(=O)c2ccccc2)s1	5%	1%	10%	10%	7%	-5%	4%	-14%
COc1cc(OC)cc(C(=O)NC2=NCCS2)c1	0%	-2%	5%	9%	0%	i	4%	-3%
COc1ccc(S(=O)(=O)NCCc2sc(C)nc2C)cc1	x	x	x	-10%	x	-18%	1%	8%
O=C(NCc1ccco1)C1CCCN1C(=O)Nc1ccc(Cl)cc1 (centres undefined)	-5%	-1%	2%	26%	-10%	i	0%	-8%
CCn1c(COc2ccc(C)cc2)nnc1SCC(=O)Nc1ccc2c(c1)OCCO2	9%	10%	-19%	2%	-5%	-3%[57.5 µM]	6%	9%
O=S(=O)(Cc1ccccc1)Nc1cccc(Br)c1	2%	-12%	7%	22%	-4%	-6%	18%	12%
Cc1cccc(NC(=O)CN2CCC(C(=O)c3ccc4c(c3)OCCO4)CC2)c1	-1%	-12%	16%	15%	12%	-24%	-6%	-10%
CCOCC(=O)Nc1nnc(COCC)s1	-8%	8%	4%	-13%	-7%	-16%[57.5 µM]	-4%	-9%
O=C(NCc1cccnc1)c1ccc(S(=O)(=O)N2CCCCCC2)cc1	2%	10%	8%	8%	9%	-14%	0%	0%
Cc1coc2c1c(C)cc1oc(=O)c(CC(=O)NCCCN3CCCC3=O)c(C)c12	-3%	-9%	0%	12%	-14%	-9%	2%	0%
COc1ccc(CCN2C(=O)CC(Cc3ccc(C)cc3)C2=O)cc1OC (centres undefined)	5%	0%	9%	13%	4%	-13%	9%	23%
Cc1cccc(C)c1OCc1nc2ccccc2c(=O)n1/N=C/c1c[nH]c2ccccc12	2%	0%	6%	42%	7%	-24%	11%	-2%
CCC1CCCCN1CCCNC(=O)c1ccc2c(c1)NC(=O)CS2 (centres undefined)	-3%	1%	8%	-4%	15%	i	0%	6%
CCN(CC)S(=O)(=O)c1ccc(OC)c(NC(=O)c2ccc(=O)[nH]c2)c1	1%	3%	4%	35%	13%	u	-5%	0%
COc1ccc(/C=C2/C(=O)OCc3cc(OC)c(OC)cc32)c(OC)c1	12%	22%	-12%	-3%	-6%	-3%	3%	-6%
Cc1cc(C)c(S(=O)(=O)Nc2cccc(C(=O)O)c2)cc1S(=O)(=O)Nc1cccc(C(=O)O)c1	2%	-13%	19%	-9%	9%	i	0%	-18%
C/C(=N\NC(=S)NCCc1ccccc1)c1ccc(C)cc1	0%	-3%	12%	14%	17%	i	0%	u
CCCCn1c(SCC(=O)NC2CCS(=O)(=O)C2)nc2ccccc2c1=O (centres undefined)	-8%	14%	4%	-18%	-8%	i	-1%	-3%
CC(C)c1ccc(COc2ccc(C(=O)N3CCOCC3)cc2)cc1	5%	-18%	1%	19%	2%	-50%[inhibitor]	-2%	-5%
O=C(CCS(=O)(=O)c1ccccc1)Nc1nc(-c2ccccn2)cs1	5%	0%	13%	-1%	16%	i	-2%	25%
